Screening results from PubChem BioAssay.
IDH1 R132H inh – inhibitors of human IDH1 R132H; hit rate 0.18% among 70,000; IDH1 R132H reductase, diaphorase/resazurin fluorescence, 60 min; AID 624101; inhibition, % at 10 µM; O75874; in the data active = inhibition above about 34%;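 also: 0% = DMSO and 100% = no enzyme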
Target sequence (O75874 whole entry R132H): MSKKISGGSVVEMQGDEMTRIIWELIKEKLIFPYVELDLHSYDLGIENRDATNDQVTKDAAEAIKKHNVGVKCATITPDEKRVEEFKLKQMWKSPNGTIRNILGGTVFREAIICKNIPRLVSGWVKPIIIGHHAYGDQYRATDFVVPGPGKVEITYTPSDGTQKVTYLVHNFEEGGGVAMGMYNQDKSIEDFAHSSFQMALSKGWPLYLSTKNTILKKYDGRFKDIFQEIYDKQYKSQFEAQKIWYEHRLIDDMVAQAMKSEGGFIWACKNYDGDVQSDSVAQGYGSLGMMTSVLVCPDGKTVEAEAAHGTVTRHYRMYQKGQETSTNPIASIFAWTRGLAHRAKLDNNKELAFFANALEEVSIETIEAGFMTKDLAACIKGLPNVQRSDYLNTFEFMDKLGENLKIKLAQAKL
PRC2 inh – EZH2 (human) methyltransferase inhibition. Q15910. PRC2 H3K27 methylation, DELFIA TRF, 1 h. inhibition, % at 12.5 µM. hit rate 0.35% among 57,000. AID 651548;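 active = mean inhibition of replicates at least 50% and every single replicate also reaching 50%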;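 also: dimethyl H3K27 on biotinylated H3 21-44 peptide detected by antibody; plate controls were median neutral control wells for no effect and median positive control wells for full effect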
Starred values were filed as active, the others as inactive; · = not tested or not shown. Not all compounds are listed; rates above refer to the full screens.

SMILES	IDH1 R132H inh	PRC2 inh
C[C@H](CO)N1C[C@H](C)[C@H](CN(C)C(=O)NC2CCCCC2)Oc2ncc(C#Cc3ccccc3)cc2C1=O	-0.4	·
C[C@@H]1CN([C@@H](C)CO)C(=O)c2cccc(N(C)C)c2O[C@@H]1CN(C)C(=O)Nc1cccc2ccccc12	-2.0	-4
C[C@H](CO)N1C[C@H](C)[C@@H](CN(C)Cc2ccncc2)Oc2ncc(C3=CCCCC3)cc2C1=O	5.4	-8
COc1ccc(S(=O)(=O)Nc2ccc3c(c2)C(=O)N([C@@H](C)CO)C[C@@H](C)[C@@H](CN(C)S(=O)(=O)c2cccs2)O3)cc1	-0.8	·
CO[C@H]1CN(C)C(=O)c2cc(NC(=O)C3CCC3)ccc2OC[C@H](C)N(C)C[C@H]1C	0.0	9
C[C@H](CO)N1C[C@H](C)[C@H](CN(C)Cc2cccnc2)Oc2ncc(C3=CCCCC3)cc2C1=O	0.0	·
C[C@@H]1CN([C@@H](C)CO)C(=O)c2cc(Br)cnc2O[C@@H]1CN(C)C(=O)c1ccccn1	0.1	-8
Cc1cccc(C)c1OCC(C)N (centres undefined)	0.5	·
CCNC(=O)C[C@@H]1C=C[C@@H](NS(=O)(=O)c2ccc(F)cc2)[C@H](CO)O1	0.0	4
Cc1ccc(S(=O)(=O)N(C)C[C@H]2Oc3ccc(NC(=O)Nc4ccc5c(c4)OCO5)cc3C(=O)N([C@@H](C)CO)C[C@@H]2C)cc1	0.4	·
Clc1ccc2nc(SCc3csc(Nc4ccccc4)n3)oc2c1	0.4	42
C[C@@H]1CN([C@@H](C)CO)S(=O)(=O)c2ccc(C#Cc3cccnc3)cc2O[C@H]1CN(C)C(=O)Nc1ccc2c(c1)OCO2	2.0	·
CC(C)NC(=O)N(C)C[C@@H]1Oc2ccc(NC(=O)Cc3ccccc3)cc2CC(=O)N([C@@H](C)CO)C[C@@H]1C	0.2	·
COc1cccc(C(=O)Nc2ccc3c(c2)OC[C@H](C)N(C)C[C@@H](C)[C@H](OC)CN(C)C3=O)c1	-0.3	7
C[C@@H]1CN([C@H](C)CO)C(=O)c2cc(C#Cc3ccccn3)cnc2O[C@H]1CN(C)CC1CCOCC1	0.3	·
Cc1noc(C)c1S(=O)(=O)N(C)C[C@@H]1OCCCC[C@@H](C)Oc2ccc(NC(=O)CCCN(C)C)cc2C(=O)N([C@H](C)CO)C[C@@H]1C	-1.5	·
O=C(C[C@H]1CC[C@@H](NC(=O)C2CCOCC2)[C@@H](CO)O1)NCC1CCCCC1	-0.2	4
C[C@@H]1CN([C@H](C)CO)C(=O)c2cc(NS(=O)(=O)c3ccccc3)ccc2O[C@@H](C)CCCCO[C@@H]1CN(C)C(=O)CCCN(C)C	-1.3	·
C[C@H](CO)N1C[C@H](C)[C@H](CN(C)CC2CC2)Oc2ccc(NC(=O)CCC(F)(F)F)cc2CC1=O	2.0	-7
C[C@H](CO)N1C[C@H](C)[C@@H](CN(C)C(=O)c2ccccc2)OCCCC[C@H](C)Oc2ccc(NC(=O)Nc3ccccc3)cc2C1=O	-2.2	·
Cc1noc(C)c1S(=O)(=O)Nc1ccc2c(c1)C(=O)N([C@H](C)CO)C[C@@H](C)[C@H](CN(C)C(=O)C1CCCCC1)OCCCC[C@@H](C)O2	-2.6	·
COc1cc2c(cc1OC)CN(C(=O)[C@H]1[C@@H]3C(=O)O[C@@H](c4ccccc4)[C@@H](c4ccccc4)N3[C@@H](c3ccccc3OCCO)[C@]13C(=O)Nc1ccc(C#CCNC(N)=O)cc13)CC2	·	-28
COc1ccc(CN(C)C[C@@H]2Oc3ccc(NS(=O)(=O)c4ccc(OC)cc4)cc3CC(=O)N([C@H](C)CO)C[C@@H]2C)cc1	-0.5	·
C[C@@H]1CN([C@H](C)CO)C(=O)c2cc(NS(C)(=O)=O)ccc2O[C@@H]1CN(C)C(=O)Nc1ccc2c(c1)OCO2	-0.1	·
C[C@H]1CN([C@@H](C)CO)C(=O)c2cc(NC(=O)Cc3ccccc3)ccc2O[C@@H]1CN(C)C(=O)NC1CCCCC1	-2.2	-2
Cc1cc(C)c2nc(-c3ccccn3)cc(C(=O)NCc3ccc(S(N)(=O)=O)cc3)c2c1	-0.4	-9
Cc1cc(C(F)(F)F)nn1CCCNC(=O)c1cccs1	0.3	·
COc1ccc(-c2cn(CC[C@@H]3CC[C@@H](NC(=O)c4cnccn4)[C@@H](CO)O3)nn2)cc1	0.1	14
C[C@H]1CN([C@@H](C)CO)C(=O)c2cc(NC(=O)c3ccncc3)ccc2O[C@H]1CN(C)C	1.9	-3
C[C@@H]1CN([C@@H](C)CO)C(=O)Cc2cc(NC(=O)CCC(F)(F)F)ccc2O[C@H]1CN(C)S(=O)(=O)c1ccc(F)cc1	0.7	1
O=Cc1c2[nH]c3ccccc3c2cc2[nH]c3ccccc3c12	-0.2	4
Cc1noc(C)c1S(=O)(=O)Nc1ccc2c(c1)CC(=O)N([C@H](C)CO)C[C@H](C)[C@@H](CN(C)Cc1ccc3c(c1)OCO3)O2	2.4	·
C[C@@H]1CN([C@@H](C)CO)C(=O)Cc2cc(NC(=O)CCCCCC(=O)Nc3ccccc3N)ccc2O[C@@H]1CN(C)Cc1ccncc1	·	-8
Cc1ccc(S(=O)(=O)N(C)C[C@H]2Oc3ccc(NC(=O)CCCCCC(=O)Nc4ccccc4N)cc3CC(=O)N([C@H](C)CO)C[C@H]2C)cc1	9.2	-18
Cc1noc(C)c1NC(=O)N(C)C[C@H]1Oc2ccc(NS(=O)(=O)c3ccccc3)cc2C(=O)N([C@@H](C)CO)C[C@H]1C	1.6	·
O=C(CCCCC(=O)N/N=C/c1cccnc1Br)NO	0.0	5
COCC(=O)N[C@@H]1CC[C@H](CC(=O)N2CCCCC2)O[C@@H]1CO	2.5	-4
O=S(=O)(NCC[C@@H]1CC[C@@H](NS(=O)(=O)c2ccccc2Cl)[C@@H](CO)O1)c1ccc(F)cc1	0.3	-1
COc1ccccc1NC(=O)N[C@@H]1C=C[C@@H](CC(=O)NCc2ccc(Cl)c(Cl)c2)O[C@H]1CO	-0.1	0
CCC(=O)N(C)C[C@@H]1Oc2cc(C#C[C@@H](C)O)ccc2S(=O)(=O)N([C@@H](C)CO)C[C@H]1C	-0.7	-3
O=C(CCCCCC(=O)Nc1ccccc1O)N/N=C/c1ccccc1C(=O)O	0.1	11
C[C@@H]1CN([C@@H](C)CO)C(=O)c2ccccc2-c2ccccc2CO[C@H]1CN(C)S(=O)(=O)c1ccsc1	·	-1
O=C(N/N=C/c1ccc(-n2ccnc2)cc1)c1ccccn1	·	3
CCOC(=O)c1c(NC(=O)C2CC(c3cccc(Br)c3)=NO2)sc(C(=O)OC)c1C (centres undefined)	0.3	-3
COCC(=O)Nc1ccc2c(c1)OC[C@H](C)N(CCc1ccccc1)C[C@H](C)[C@H](OC)CN(C)C2=O	0.2	-10
O=C(Nc1ccc(Cl)cc1)N[C@H]1CC[C@@H](CCn2cc(C3(O)CCCC3)nn2)O[C@H]1CO	-0.2	17
C[C@@H]1CN([C@H](C)CO)C(=O)Cc2cc(NC(=O)Nc3ccc(C(F)(F)F)cc3)ccc2O[C@H]1CN(C)Cc1ccc(Cl)c(Cl)c1	1.5	·
COc1ccc(C#Cc2ccc3c(c2)O[C@H](CN(C)C(C)=O)[C@H](C)CN([C@H](C)CO)S3(=O)=O)cc1	0.0	·

Eleven entries from above, in CSV form:
structure,IDH1 R132H inh,PRC2 inh
O=S(=O)(NCC[C@@H]1CC[C@@H](NS(=O)(=O)c2ccccc2Cl)[C@@H](CO)O1)c1ccc(F)cc1,0.3,-1
COc1ccccc1NC(=O)N[C@@H]1C=C[C@@H](CC(=O)NCc2ccc(Cl)c(Cl)c2)O[C@H]1CO,-0.1,0
CCC(=O)N(C)C[C@@H]1Oc2cc(C#C[C@@H](C)O)ccc2S(=O)(=O)N([C@@H](C)CO)C[C@H]1C,-0.7,-3
O=C(CCCCCC(=O)Nc1ccccc1O)N/N=C/c1ccccc1C(=O)O,0.1,11
C[C@@H]1CN([C@@H](C)CO)C(=O)c2ccccc2-c2ccccc2CO[C@H]1CN(C)S(=O)(=O)c1ccsc1,·,-1
O=C(N/N=C/c1ccc(-n2ccnc2)cc1)c1ccccn1,·,3
CCOC(=O)c1c(NC(=O)C2CC(c3cccc(Br)c3)=NO2)sc(C(=O)OC)c1C (centres undefined),0.3,-3
COCC(=O)Nc1ccc2c(c1)OC[C@H](C)N(CCc1ccccc1)C[C@H](C)[C@H](OC)CN(C)C2=O,0.2,-10
O=C(Nc1ccc(Cl)cc1)N[C@H]1CC[C@@H](CCn2cc(C3(O)CCCC3)nn2)O[C@H]1CO,-0.2,17
C[C@@H]1CN([C@H](C)CO)C(=O)Cc2cc(NC(=O)Nc3ccc(C(F)(F)F)cc3)ccc2O[C@H]1CN(C)Cc1ccc(Cl)c(Cl)c1,1.5,·
COc1ccc(C#Cc2ccc3c(c2)O[C@H](CN(C)C(C)=O)[C@H](C)CN([C@H](C)CO)S3(=O)=O)cc1,0.0,·

The results go on.
SMILES	IDH1 R132H inh	PRC2 inh
CO[C@@H]1CN(C)C(=O)c2cc(NC(=O)c3ccccc3F)ccc2OC[C@@H](C)N(C(=O)c2ccccc2F)C[C@H]1C	0.2	-1
O=C(COc1ccccc1C(=O)Nc1ccccc1)Nc1ccc([N+](=O)[O-])cc1	0.3	15
COCCNC(=O)C[C@H]1C=C[C@H](NC(=O)NC2CCCCC2)[C@H](CO)O1	0.2	4
O=C(N/N=C/c1ccc(Br)o1)c1ccccn1	-0.2	9
COc1ccc(C(=O)Nc2ccc3c(c2)C(=O)N(C)C[C@H](OC)[C@H](C)CN(C)[C@@H](C)CO3)cc1	0.3	1
C[C@H](CO)N1C[C@H](C)[C@@H](CN(C)Cc2ccc3c(c2)OCO3)Oc2ccc(NC(=O)Nc3cccc4ccccc34)cc2CC1=O	0.3	-19
C[C@H](CO)N1C[C@H](C)[C@@H](CN(C)Cc2ccccc2F)Oc2ncc(Br)cc2C1=O	0.4	3
O=C(Cn1ccc([N+](=O)[O-])n1)NCc1ccccn1	0.3	-9
Cc1ccc2c(c1)c1c(n2CC(O)CO)C(=O)CCC1 (centres undefined)	2.5	·
COC(=O)CCCCCCC(=O)N/N=C/c1ccc(-c2ccccc2)cc1	·	5
COc1cccc(C#Cc2ccc3c(c2)O[C@@H](CN(C)C(C)=O)[C@H](C)CN([C@H](C)CO)S3(=O)=O)c1	-8.0	-6
C[C@H]1CN([C@@H](C)CO)C(=O)c2cc(-c3ccncc3)cnc2O[C@@H]1CN(C)C(=O)CN1CCOCC1	-0.3	16
CSc1ccccc1NC(=O)Cn1c([N+](=O)[O-])cnc1C	0.2	-8
COc1cccc(S(=O)(=O)Nc2ccc3c(c2)[C@H]2C[C@H](CC(=O)O)O[C@@H](CO)[C@H]2O3)c1	-0.2	2
CCOC(=O)CSc1nc(N)nc(C)c1Cl	0.1	0
C[C@@H]1CN([C@H](C)CO)C(=O)c2cc(NC(=O)NC3CCCCC3)ccc2O[C@H]1CN(C)Cc1ccc(Cl)c(Cl)c1	2.5	·
COCCCNC(=O)[C@@]1(C)c2ccccc2C(=O)N(Cc2cc(C(F)(F)F)cc(C(F)(F)F)c2)[C@H]1c1ccc(CO)cc1	·	3
CCCc1cn(CC[C@@H]2CC[C@H](NC(=O)C3CCC3)[C@H](CO)O2)nn1	-0.1	6
COc1cccc(S(=O)(=O)N[C@@H]2CC[C@@H](CC(=O)NC3CCC3)O[C@@H]2CO)c1	0.0	7
CC(C)NC(=O)Nc1ccc2c(c1)C(=O)N([C@H](C)CO)C[C@@H](C)[C@H](CN(C)Cc1ccc(Cl)c(Cl)c1)O2	-2.1	-1
C[C@H](CO)N1C[C@H](C)[C@H](CN(C)C(=O)Nc2ccccc2)Oc2ccc(NC(=O)Cn3cnnn3)cc2C1=O	0.2	·
O=C(Cc1ccccn1)NCC[C@H]1CC[C@H](NS(=O)(=O)c2ccccc2)[C@H](CO)O1	0.0	-6
O=C(NCC[C@H]1CC[C@@H](NC(=O)C2CCCCC2)[C@H](CO)O1)c1cc(Cl)cc(Cl)c1	-0.1	13
COc1ccccc1NC(=O)COc1ccc(C(=O)O)cc1OC	0.4	6
C[C@H](O)C#Cc1ccc2c(c1)O[C@@H](CN(C)C(=O)C1CCC1)[C@@H](C)CN([C@H](C)CO)S2(=O)=O	·	-4
O=C(C[C@H]1C[C@H]2c3cc(NC(=O)c4ccc5c(c4)OCO5)ccc3O[C@H]2[C@H](CO)O1)NC1CCCCC1	-2.2	-1
COc1ccc(OC)c(NC(=O)CN(C)S(=O)(=O)c2c(C)cc(C)cc2C)c1	-0.2	7
C[C@@H]1CCCCO[C@H](CN(C)Cc2ccc(C(F)(F)F)cc2)[C@@H](C)CN([C@H](C)CO)C(=O)c2cc(NC(=O)c3ccncc3)ccc2O1	0.3	·
Cc1ccc(S(=O)(=O)Nc2ccc3c(c2)C(=O)N([C@@H](C)CO)C[C@@H](C)[C@H](CN(C)C(=O)Nc2ccc(F)cc2)OCCCC[C@@H](C)O3)cc1	1.4	·
O=C(C[C@H]1C[C@@H]2c3cc(NC(=O)c4ccc5c(c4)OCO5)ccc3O[C@@H]2[C@@H](CO)O1)NCc1ccccn1	-0.6	3
O=C(Nc1cccc(Cl)c1)N[C@@H]1CC[C@H](CCNC(=O)C2CC2)O[C@H]1CO	0.2	-2
Cn1cnc(S(=O)(=O)N[C@@H]2CC[C@@H](CC(=O)Nc3ccccc3)O[C@@H]2CO)c1	0.3	0
Cc1ccc(-n2c(C)nnc2SCC(=O)Nc2ccc(C)cc2Br)cc1	-0.4	4
O=C1c2ccccc2C(=O)N1C1CCN(Cc2ccc(OCCO)cc2)CC1	·	14
COc1ccc(NC(=O)N(C)C[C@@H]2OCCCC[C@@H](C)Oc3ccc(NC(=O)Nc4ccc5c(c4)OCO5)cc3C(=O)N([C@H](C)CO)C[C@H]2C)cc1	-0.9	·
COc1ccc(-c2ccc3c(c2)O[C@@H](CN(C)CC2CC2)[C@@H](C)CN([C@H](C)CO)S3(=O)=O)cc1	-0.3	-10
